mHTT CaM bind – disrupts binding of mutant huntingtin to calmodulin | P42858 | AlphaScreen His-mHTT/GST-CaM binding, luminescence | inhibition, % at 15 µM | 190,000 compounds, 3.6% hits;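 also: 0% = both proteins with DMSO and 100% = one protein alone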
Pf apPOL inh – Pf-apPOL DNA polymerase inhibition | Recombinant Pf-apPOL, molecular beacon fluorescence, 1.5 h | inhibition, % at 10 µM | 210,000 compounds, 0.25% hits | AID 1794808
The depositor's hits bear a star; & = joins results of further samples. Rule as the data show it: active = inhibition above about 50%; inactive = the rest.

A first look:
Screening CCCCOCC1CN(CCCC)S(=O)(=O)c2c(cccc2N2CCCC2)O1 (stereo not drawn) returned mHTT CaM bind -20 and Pf apPOL inh -5.
Screening O=C(NCCCN1CCOCC1)c1ccc2c(c1)ncn2-c1ccc(F)c(F)c1 returned mHTT CaM bind 3 and Pf apPOL inh -3.

The listing, from the start:
Screening CCCCOCC1CN(CCCC)S(=O)(=O)c2c(cccc2N2CCCC2)O1 (stereo not drawn) returned mHTT CaM bind -20 and Pf apPOL inh -5.
Screening O=C(NCCCN1CCOCC1)c1ccc2c(c1)ncn2-c1ccc(F)c(F)c1 returned mHTT CaM bind 3 and Pf apPOL inh -3.
CC(C)Nc1nc(Cl)nc(Nc2cccc(C(F)(F)F)c2)n1 was read as mHTT CaM bind -7 and Pf apPOL inh -4.
`CCCCOc1ccc(CN2CCN(CCOCCO)CC2)cc1` gave mHTT CaM bind -6 and Pf apPOL inh -1.
O=C(Cc1ccc(F)cc1)N1CCCC1c1ccc(F)cc1 (stereo not drawn) was read as mHTT CaM bind 5 and Pf apPOL inh -3.
Screening C=Cc1ccc(CN2CCCN(c3ncccc3-c3nc(CC)no3)CC2)cc1 returned mHTT CaM bind -14 and Pf apPOL inh -4.
For CCC(=O)c1ccc(N2CCN(C(=O)c3ccccc3F)CC2)c(F)c1 the results were mHTT CaM bind 6 and Pf apPOL inh 0.
For O=C(C1CC1)N1CCC2(CC1)SCC(=O)N2c1ccc(Cl)cc1 the results were mHTT CaM bind -1 and Pf apPOL inh 0.
For COc1ccc(CN=C(N)N=C(N)N)cc1 the results were mHTT CaM bind 0 and Pf apPOL inh -9.
Cc1cc(C)nc(NS(=O)(=O)c2ccc(NS(=O)(=O)c3ccccc3)cc2)n1 was read as mHTT CaM bind 3 and Pf apPOL inh 7.
`Cc1ccccc1CNC(=O)C1(C)CCCN(C(=O)Nc2ccccc2Br)C1` (stereo not drawn) gave mHTT CaM bind -4 and Pf apPOL inh -5.
For Cc1ccc(Cl)cc1NC(=O)C1C2C=CC(O2)C1C(=O)O (stereo not drawn) the results were mHTT CaM bind -6 and Pf apPOL inh -4.
`NS(=O)(=O)c1ccc(Nc2nnc(-c3ccccc3)c3ccccc23)cc1` gave mHTT CaM bind 1 and Pf apPOL inh 4.
`O=C(NCc1ccco1)C1CCN(S(=O)(=O)N2CCC3(CC2)OCCO3)CC1` gave mHTT CaM bind -2 and Pf apPOL inh -13.
COc1ccc(C2C(C(N)=O)=C(C)Nc3nc(SCc4ccccc4Cl)nn32)cc1OC (stereo not drawn) was read as mHTT CaM bind -1 and Pf apPOL inh -3.
Cn1c(=NC(=O)c2ccc(S(=O)(=O)N3CCCCC3)cc2)sc2cc(F)ccc21 was read as mHTT CaM bind -6 and Pf apPOL inh -2.
For CN(C)C=Nc1nnc(SCc2c(F)cccc2Cl)s1 the results were Pf apPOL inh -9&-22.
`Cc1ccc(C(=O)N2CCC(c3nc(C(=O)N4CCCCC4)c(C)o3)CC2)cc1F` gave mHTT CaM bind 8 and Pf apPOL inh -2.
For Clc1cccc(C2Nc3cccc4cccc(c34)N2)c1 the results were mHTT CaM bind 82*.
Screening Cc1ncc(CO)c2cc(C(N)=O)c(=Nc3ccc4c(c3)OCO4)oc12 returned mHTT CaM bind -4 and Pf apPOL inh -5.
For O=C(c1c(-c2ccccc2)oc2ccc(O)cc12)N1CCCCC1 the results were mHTT CaM bind 3 and Pf apPOL inh -3.
O=C1OC(c2cccc(F)c2)=N/C1=C\c1ccc(Br)cc1 was read as mHTT CaM bind -1 and Pf apPOL inh 2.
COc1cc(C(=O)N2CCN(Cc3cccc(F)c3)CC2)cc(OC)c1OC was read as mHTT CaM bind 6 and Pf apPOL inh 1.
Screening CC1=NN(C(=O)c2cc(Br)ccc2O)C(O)(c2ccccc2)C1 (stereo not drawn) returned mHTT CaM bind 98* and Pf apPOL inh -9.
O=C(c1c(F)cccc1F)N1CCN(c2cc(N3CCCCC3)c(F)cc2[N+](=O)[O-])CC1 was read as mHTT CaM bind -2 and Pf apPOL inh -11.
N#Cc1cc(-c2ccccc2)oc1NC(=O)c1cccs1 was read as Pf apPOL inh -8.
For O=C(NC1CCCC1)c1ccc2c(c1)CC(=O)N2Cc1ccccc1 the results were mHTT CaM bind 12 and Pf apPOL inh -6.
For CC1CCCN(Cc2c(O)ccc3c2OC(=Cc2cccnc2)C3=O)C1 (stereo not drawn) the results were mHTT CaM bind 3 and Pf apPOL inh -5.
Screening O=S(=O)(c1ccccc1)c1ccc(SCCO)cc1 returned mHTT CaM bind -9 and Pf apPOL inh -6.
Screening CCCn1ncc(N2CCC(C(=O)NCCOC)CC2)cc1=O returned mHTT CaM bind 4 and Pf apPOL inh -3.
CC(=O)NCCc1csc(C2CCN(C(=O)Cc3ccccc3Cl)CC2)n1 was read as mHTT CaM bind 14 and Pf apPOL inh -2.
For C=CCNc1nc(N)c(C(=O)Nc2cc(C)on2)s1 the results were mHTT CaM bind 9 and Pf apPOL inh -2.
Screening COc1ccc(NC(=O)Nc2ccccc2NC(=O)c2ccccn2)cc1OC returned mHTT CaM bind -5 and Pf apPOL inh -1.
For O=C(O)CSCC(=O)NC1CCCCNC1=O (stereo not drawn) the results were Pf apPOL inh 0.
Screening CCOC(=O)c1ccccc1NCc1cc(=O)oc2cc(O)c(O)cc12 returned mHTT CaM bind 31 and Pf apPOL inh 31.
`Cc1ccc(S(=O)(=O)Nc2ccc3oc(=O)sc3c2)cc1[N+](=O)[O-]` gave mHTT CaM bind 41 and Pf apPOL inh -4.

As a short view, some entries already given:
Screening CC1=NN(C(=O)c2cc(Br)ccc2O)C(O)(c2ccccc2)C1 (stereo not drawn) returned mHTT CaM bind 98* and Pf apPOL inh -9.
O=C(c1c(F)cccc1F)N1CCN(c2cc(N3CCCCC3)c(F)cc2[N+](=O)[O-])CC1 was read as mHTT CaM bind -2 and Pf apPOL inh -11.
N#Cc1cc(-c2ccccc2)oc1NC(=O)c1cccs1 was read as Pf apPOL inh -8.
For O=C(NC1CCCC1)c1ccc2c(c1)CC(=O)N2Cc1ccccc1 the results were mHTT CaM bind 12 and Pf apPOL inh -6.
For CC1CCCN(Cc2c(O)ccc3c2OC(=Cc2cccnc2)C3=O)C1 (stereo not drawn) the results were mHTT CaM bind 3 and Pf apPOL inh -5.
Screening O=S(=O)(c1ccccc1)c1ccc(SCCO)cc1 returned mHTT CaM bind -9 and Pf apPOL inh -6.
Screening CCCn1ncc(N2CCC(C(=O)NCCOC)CC2)cc1=O returned mHTT CaM bind 4 and Pf apPOL inh -3.
CC(=O)NCCc1csc(C2CCN(C(=O)Cc3ccccc3Cl)CC2)n1 was read as mHTT CaM bind 14 and Pf apPOL inh -2.
For C=CCNc1nc(N)c(C(=O)Nc2cc(C)on2)s1 the results were mHTT CaM bind 9 and Pf apPOL inh -2.
Screening COc1ccc(NC(=O)Nc2ccccc2NC(=O)c2ccccn2)cc1OC returned mHTT CaM bind -5 and Pf apPOL inh -1.
For O=C(O)CSCC(=O)NC1CCCCNC1=O (stereo not drawn) the results were Pf apPOL inh 0.
Screening CCOC(=O)c1ccccc1NCc1cc(=O)oc2cc(O)c(O)cc12 returned mHTT CaM bind 31 and Pf apPOL inh 31.

Carrying on:
Screening COc1ccccc1CNC(=O)C1CCN(c2cncnc2N(C)C)CC1 returned mHTT CaM bind 5 and Pf apPOL inh -5.
For O=C(CSc1nc2ccccc2c(=O)[nH]1)c1ccc(O)cc1O the results were mHTT CaM bind -2 and Pf apPOL inh -4.
`CCCCn1c(N2CCOCC2)nc(CC)cc1=O` gave mHTT CaM bind -80 and Pf apPOL inh 0.
For Cc1cc(S(=O)(=O)N2CCC(c3nc4cccnc4n3C)C2)ccc1F (stereo not drawn) the results were mHTT CaM bind -2 and Pf apPOL inh -4.
For Cc1ccc(OCCOc2ccc(Oc3nc(N(C)C)nc(N(C)C)n3)nn2)cc1 the results were mHTT CaM bind 15 and Pf apPOL inh -5.
NC(Cn1ccc(C(F)(F)F)n1)=NOS(=O)(=O)c1cccc(Cl)c1Cl was read as Pf apPOL inh -16.
`COc1ccccc1C(=O)Oc1ccc2c(c1)OC(=Cc1ccc(C)o1)C2=O` gave mHTT CaM bind -7 and Pf apPOL inh -5.
`COc1ccc(Br)c(/C=C/c2ccc3cccc(O)c3n2)c1` gave mHTT CaM bind 65* and Pf apPOL inh -1.
`O=C(NCCc1csc2nc(-c3ccccc3F)nn12)Nc1cccs1` gave mHTT CaM bind 42 and Pf apPOL inh -8.
For COc1cc(C2C(C#N)=C(N)Oc3cc(C)oc(=O)c32)cc(OC)c1OC (stereo not drawn) the results were mHTT CaM bind 1 and Pf apPOL inh -1.
`Cc1ccccc1-n1nnnc1C(c1ccccc1)N(C)Cc1cccs1` (stereo not drawn) gave mHTT CaM bind -17 and Pf apPOL inh 0.
For COc1ccc(N2CCN(C3CC(=O)N(c4ccccc4F)C3=O)CC2)cc1 (stereo not drawn) the results were mHTT CaM bind 8 and Pf apPOL inh -4.
For Cc1cc(Oc2ccc(Cl)cc2)nc(-c2ccccn2)n1 the results were Pf apPOL inh -13.
O=C(Nc1nc(-c2ccc(Br)cc2)cs1)c1ccc2c(c1)OCO2 was read as mHTT CaM bind 1 and Pf apPOL inh -5.
CCC(=O)N1CCCC2(C1)N=C(c1ccccc1)C(=O)N2 (stereo not drawn) was read as mHTT CaM bind -3 and Pf apPOL inh -1.
O=C(c1cccs1)N1CCCN(CC(O)COc2ccc(Cl)c(Cl)c2)CC1 (stereo not drawn) was read as Pf apPOL inh -19.
`CCOC(=O)c1ccc(NC(=O)N2CCCC2c2cc(C(C)C)no2)cc1` (stereo not drawn) gave mHTT CaM bind 6 and Pf apPOL inh -8.
CCCCC(CC)CNC(=O)C1CCC(Cn2c(=S)[nH]c3ccccc3c2=O)CC1 (stereo not drawn) was read as mHTT CaM bind -3 and Pf apPOL inh -6.
Screening CCOc1ccc(N2CC(c3nnc(NC(=O)CCC4CCCC4)o3)CC2=O)cc1 (stereo not drawn) returned mHTT CaM bind 1 and Pf apPOL inh -6.
Screening O=C(C1CC1)N1CCCn2nc(-c3cccnc3)cc2C1 returned mHTT CaM bind -6 and Pf apPOL inh -3.
For O=C(Cc1ccc(Cl)cc1)N1CCC2(C1)Nc1cccnc1NC2=NC1CCCC1 (stereo not drawn) the results were mHTT CaM bind 20 and Pf apPOL inh -2.
`Cc1ccc(-c2nnc3c4cnn(-c5ccccc5)c4ncn23)cc1` gave mHTT CaM bind -2 and Pf apPOL inh -1.
O=S(=O)(c1ccc(F)cc1)N1CCCc2ccccc21 was read as mHTT CaM bind -38 and Pf apPOL inh 4.
Screening COc1ccc(N=C/C=C/c2ccccc2Cl)cc1Cl returned mHTT CaM bind 55* and Pf apPOL inh -4.
Screening O=c1nc(/C=C/c2cc3c(cc2Br)OCO3)cc(C(F)(F)F)[nH]1 returned mHTT CaM bind -3 and Pf apPOL inh 0.
Cc1cc2oc(-c3ccccc3)cc(=O)c2cc1Cl was read as Pf apPOL inh -13.
O=C1CSC(c2cccc([N+](=O)[O-])c2)N1CCN1CCCCC1 (stereo not drawn) was read as mHTT CaM bind 1 and Pf apPOL inh -6.
O=C(c1ccccc1[N+](=O)[O-])n1nnc2ccccc21 was read as mHTT CaM bind 47&17 and Pf apPOL inh -8&3.
Screening O=C(Nc1ccc(CC(=O)N2CCOCC2)cc1)NC(c1ccccc1)c1ccccc1 returned mHTT CaM bind 45 and Pf apPOL inh -9.
`Cc1ccc(S(=O)(=O)O)c(C)c1N1CCCC1=O` gave mHTT CaM bind 2 and Pf apPOL inh -3.
`COc1cc(-c2nc(-c3nonc3N)no2)cc(OC)c1OC` gave mHTT CaM bind -3 and Pf apPOL inh -2.
For COc1ccc(CN2C(=O)c3ccccc3CCC2(C)C(=O)NCCC(C)C)cc1 (stereo not drawn) the results were mHTT CaM bind 2 and Pf apPOL inh -1.
Screening Cc1cc(C)cc(NC(=O)CCc2cccc3[nH]ccc23)c1 returned mHTT CaM bind 8 and Pf apPOL inh 1.
CCOc1ccc(COC2C(C(O)CO)OC3OC(C)(C)OC32)cc1 (stereo not drawn) was read as mHTT CaM bind 0 and Pf apPOL inh 18.
Cc1ccccc1Nc1cc(C(=O)N2CCSCC2)nc2ccccc12 was read as mHTT CaM bind -2 and Pf apPOL inh -6.
For CC12CC(C)(C)C(C#N)(C(N)=C1C#N)C(=C(C#N)C#N)N2 (stereo not drawn) the results were mHTT CaM bind -4 and Pf apPOL inh -2.
CSc1ccccc1NC(=O)C12CC3CC(C1)CC(n1cnc([N+](=O)[O-])n1)(C3)C2 was read as mHTT CaM bind 4 and Pf apPOL inh 12.
`CS(=O)(=O)N(CC(=O)N1CCCCCC1)c1ccc(I)cc1` gave mHTT CaM bind -4 and Pf apPOL inh -2.
Screening Cc1ccc(NC(=O)c2ccncc2)c(C)c1 returned mHTT CaM bind -3 and Pf apPOL inh -5.
For CC1CCCN(CC(O)COc2ccc(Cl)cc2)C1 (stereo not drawn) the results were mHTT CaM bind -2 and Pf apPOL inh -9.
Screening CCc1ccccc1NC(=O)C1CC(c2cc(OC)c(OC)c(OC)c2)=NO1 (stereo not drawn) returned mHTT CaM bind 0 and Pf apPOL inh -3.
Screening COc1cc(C2CC(=O)C3=C(C2)Nc2ccccc2NC3c2ccncc2)cc(OC)c1OC (stereo not drawn) returned mHTT CaM bind -4 and Pf apPOL inh -7.
For C/C=C/C1OCC2(CO)C(C)C=C(C)C1C2C (stereo not drawn) the results were mHTT CaM bind -2 and Pf apPOL inh -6.
For CC1CCc2c(sc3ncnc(SCC(=O)NN=Cc4ccc5c(c4)OCO5)c23)C1 (stereo not drawn) the results were Pf apPOL inh -7.
For O=C(Nc1ccc2c(c1)OCO2)c1ccc2c(c1)OCO2 the results were mHTT CaM bind 20 and Pf apPOL inh 1.
Oc1ccccc1N=Cc1cc(Br)cc(Br)c1O was read as mHTT CaM bind 55* and Pf apPOL inh -4.
Screening Cc1cccc(-c2noc(-c3ccc(N4CCCCC4)nc3)n2)c1 returned mHTT CaM bind -6 and Pf apPOL inh -2.
Nc1nonc1C(=O)NCCNC(=O)c1cccc(Br)c1 was read as mHTT CaM bind -1 and Pf apPOL inh -2.
Screening CC(C)(C)CC(C)(C)c1ccc(OCC(O)C[N+]2(C)CCCC2)cc1 (stereo not drawn) returned mHTT CaM bind 19 and Pf apPOL inh -1.
`Cn1c(=O)c(C(=O)NCCc2ccccc2)c(O)c2ccccc21` gave mHTT CaM bind 10 and Pf apPOL inh -4.

Assay outcomes deposited in PubChem BioAssay by University of Kansas High Throughput Screening Laboratory.
